Bioassay records (PubChem BioAssay)
CCT modulator = modulators of cytosolic chaperonin (CCT/TRiC) activity | purified chaperonin ATPase assay, HTRF ADP detection, 30 min | activity change, % (no concentration beside the values), hits read low | 360,000 compounds, 0.3% hits; in the data active means activity change below about -30%; further: on the % scale 0 is the no-effect control and ±100 the full control effect
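TRiC at 40 or 20 nM final (batch-dependent) in 30 mM Tris pH 7.4, 100 mM KCl, 5 mM MgCl2, 1 mM DTT, with compound at single 76 uM and 10 uM ATP, 30 min at 37 deg C. ADP detected by HTRF Transcreener, 665/615 ratio.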
EPAC1 ag = agonists of human EPAC1 | EPAC1 agonist qHTS, biochemical assay; response scale: 100% = response to 6.5 mM cAMP | O95398 | Potency, µM (doses to about 154 µM), inactives show at the highest dose activation, actives largely listed as activators | 360,000 compounds, 0.073% hits; further: potency means the concentration at half of the fitted maximal effect; nearly all actives have a fitted effect of over 60% in size
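EPAC1 100 nM, Rap1B–BODIPY-GDP 250 nM, unlabeled GDP 50 uM; compound titration; 5 min RT; kinetic read ex480/em540 at 5-min intervals ×30 min; data normalized to 6.5 mM cAMP agonist control.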
EPAC1 antag = blocks human EPAC1 exchange factor; O95398; EPAC1 GEF assay, Rap1b-BODIPY-GDP exchange fluorescence; Potency, µM (series often up to 115 µM), for inactives: top-dose activity change, negative = inhibition, most hits filed as inhibitors; 360,000 compounds, 0.14% hits; AID 720709;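 further: potency means the concentration at half of the fitted maximal effect; plate controls were vehicle for no effect and positive control for full effect; nearly all actives have a fitted effect of over 50% in size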
WRN inhibitor = WRN helicase (human) inhibition; Q14191; WRN helicase unwinding, fluorescent forked duplex, kinetic; Potency, µM (top dose mostly 114 µM), without a hit: at the highest dose activity change, negative = inhibition, most hits filed as inhibitors; 360,000 compounds, 0.46% hits; further: potency means the concentration at half of the fitted maximal effect; on the % scale 0 is the no-effect control and ±100 the full control effect; nearly all actives have a fitted effect of over 55% in size
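Kinetic red-fluorescence monitoring (525/598 nm) tracks WRN helicase activity after 100 nM fluorophore-quencher forked duplex and 2 mM ATP are added to 20 nM enzyme pretreated 15 min at room temperature with compound.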
Mm-Cpn inhibitor = inhibitors of Methanococcus maripaludis chaperonin (MmCpn) | purified Mm-Cpn ATPase, ADP Transcreener TR-FRET | Potency, µM (highest dose often 76.9 µM), inactives show at the highest dose activity, negative = inhibition, usual class: inhibitors | 330,000 compounds, 0.031% hits; further: potency means the concentration at half of the fitted maximal effect; on the % scale 0 is the no-effect control and ±100 the full control effect; nearly all actives have a fitted effect of over 80% in size
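Quantitative HTS used 25 nM Mm-CPN and 10 uM ATP in magnesium/KCl Tris buffer, pH 7.4, with 1 mM DTT. Hydrolysis ran 30 min at 37°C; ADP was read by HTRF.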
PLK1 PBD block = PLK1 (human) polo-box domain binding inhibition; P53350; Plk1 PBD binding of FITC phosphopeptide, fluorescence polarization; Potency, µM, for inactives: max response, negative = inhibition, most hits filed as inhibitors; 360,000 compounds, 2.8% hits; further: potency means the concentration at half of the fitted maximal effect; series mostly up to about 57 µM; on the % scale 0 is the no-effect control and ±100 the full control effect; nearly all actives have a fitted effect of over 65% in size
Target sequence (P53350 whole entry, looked up, the tested form may be a part): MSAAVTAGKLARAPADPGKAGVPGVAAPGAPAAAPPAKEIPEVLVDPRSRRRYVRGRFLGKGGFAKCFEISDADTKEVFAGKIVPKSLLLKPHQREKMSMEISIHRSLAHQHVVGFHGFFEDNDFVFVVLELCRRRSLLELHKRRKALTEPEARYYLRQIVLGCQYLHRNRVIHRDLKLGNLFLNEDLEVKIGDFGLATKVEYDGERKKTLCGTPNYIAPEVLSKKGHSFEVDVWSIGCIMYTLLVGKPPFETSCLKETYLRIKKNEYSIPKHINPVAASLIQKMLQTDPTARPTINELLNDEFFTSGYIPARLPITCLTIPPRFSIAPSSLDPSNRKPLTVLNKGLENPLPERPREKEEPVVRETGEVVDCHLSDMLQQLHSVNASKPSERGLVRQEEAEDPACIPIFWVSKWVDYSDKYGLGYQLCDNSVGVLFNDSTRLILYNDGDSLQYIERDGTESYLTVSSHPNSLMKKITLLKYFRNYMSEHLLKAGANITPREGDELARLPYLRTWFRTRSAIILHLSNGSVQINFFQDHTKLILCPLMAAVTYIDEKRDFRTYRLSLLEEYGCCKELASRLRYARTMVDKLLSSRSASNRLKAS
PI5P4K alpha inh = inhibitors of human PI5P4K alpha | P48426 | PI5P4Kalpha enzyme, ADP-Glo luminescence, 60 min; active compounds read low | max response, % | 330,000 compounds, 1.2% hits; active means max response of -50% or lower; inconclusive means between -30% and -50%; inactive means -30% or higher; further: value at the top dose of about 77 µM; on the % scale 0 is the no-effect control and ±100 the full control effect
Target sequence (P48426 whole entry, looked up): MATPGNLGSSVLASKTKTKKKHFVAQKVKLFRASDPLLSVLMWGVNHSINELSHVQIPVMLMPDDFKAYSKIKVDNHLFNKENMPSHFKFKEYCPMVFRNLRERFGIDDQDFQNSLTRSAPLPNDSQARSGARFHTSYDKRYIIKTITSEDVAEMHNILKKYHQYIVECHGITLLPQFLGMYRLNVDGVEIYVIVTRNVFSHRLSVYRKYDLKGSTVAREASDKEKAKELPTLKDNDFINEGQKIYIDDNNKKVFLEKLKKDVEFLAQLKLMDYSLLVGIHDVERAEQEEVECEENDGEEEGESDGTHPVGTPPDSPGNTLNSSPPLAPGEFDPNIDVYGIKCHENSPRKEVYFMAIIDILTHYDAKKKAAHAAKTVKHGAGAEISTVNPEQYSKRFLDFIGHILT
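Enzyme plus substrate dispensed, test compounds pinned in, then ATP (5 microM final) added. After 60 min at RT, ADP-Glo reagent 1 for 45 min and reagent 2 for 30 min preceded luminescence imaging.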
EPAC2 antagonist = antagonists of human EPAC2; EPAC2 GEF exchange of Rap1B-BODIPY-GDP, fluorescence; 360,000 compounds, 0.18% hits; Potency, µM (series often up to 114 µM), inactives show at the top dose activity, negative = inhibition, most hits filed as inhibitors; AID 720708; further: potency means the concentration at half of the fitted maximal effect; on the % scale 0 is the no-effect control and ±100 the full control effect; nearly all actives have a fitted effect of over 45% in size; many of its hits are not listed in these tables
* = called active by the depositor; ? = inconclusive; nt = not tested or not shown; & = joins results of further samples; [ ] = dose if it differs, or a comment. Unless noted, the call rests on the fitted dose curve; in most records, active means well fitted curve in the direction sought with a large enough effect; inconclusive means small, poorly fitted or top-dose-only effect, or another doubt; inactive means no such curve, though single readings can be large; an effect the other way counts as inactive or inconclusive.

SMILES	CCT modulator	EPAC1 ag	EPAC1 antag	WRN inhibitor	Mm-Cpn inhibitor	PLK1 PBD block	PI5P4K alpha inh	EPAC2 antagonist
O=C(NCc1ccc(F)cc1)c1[nH]c(C(F)(F)F)nc1-c1ccccc1	1.6	-5%	-6%	-10%	nt	4%	0	-17%
CC(=O)NCCC1CCCCN1C(=O)c1cc(COc2cc(C)ccc2C)on1 (stereo not given)	-1.3	5%	9%	-7%	-4%	-12%	-3	-1%
Cc1ccc(CC(=O)N2CCOCC2)cc1	-0.8	2%	-12%	1%	1%	-7%	4	1%
COc1cc(-n2c(C)nc3cc(C(=O)N4CCOCC4)ccc32)cc(OC)c1OC	-0.2	6%	5%	-7%	-3%	0%	-3	4%
COc1ccc(CN(C(C)=O)c2ccccc2C(=O)O)cc1	1.3	11%	16%	0%	0%	-6%	0	7%
C[C@@H](O)C#Cc1ccc2c(c1)O[C@H](CN(C)C(=O)Nc1ccccc1)[C@@H](C)CN([C@@H](C)CO)S2(=O)=O	-1.7	8%	6%	0%	nt	3%	-1	6%
CCN1/C(=C/c2ccc3cc(C)cc(C)c3[n+]2CC)Sc2cc(C)ccc21	2.5	-9%	-27%	18µM*	-5%	11%	?	-1%
O=C(c1cccc(NS(=O)(=O)c2ccc(Br)cc2)c1)N1CCN(c2ccccc2O)CC1	-1.0	-3%	3%	-10%	-2%	-9%	-17	4%
OC(COc1ccc(CN2CCCCO2)cc1)CN1CCCCC1 (stereo not given)	0.6	-9%	14%	-9%	0%	-3%	1	13%
O=C(c1ccc(-n2cnnn2)cc1)N1CCOCC1	-6.5	2%	-7%	-6%	-2%	-5%	-3	-2%
Cc1ccc(F)cc1CNC(=O)C1CCC(=O)N(CC2CCCCC2)C1 (stereo not given)	-0.6	-2%	4%	-9%	1%	?	-3	-1%
CCN(C(=O)COC(=O)c1cccc(S(=O)(=O)N(C)C)c1)c1c(N)n(Cc2ccccc2)c(=O)[nH]c1=O	-2.5	-6%	-9%	0%	nt	-6%	5	6%
N#CCCn1c(=S)[nH]c2ccccc21	-2.8	1%	-18%	0%	3%	?	5	-3%
Nc1nonc1-n1nnc(C(=O)N/N=C/c2cccc(Cl)c2)c1-c1ccc2c(c1)OCO2	-1.9	-3%	2%	7%	2%	-3%	-9	4%
CN(C)c1ccc(CNC(=O)CN(C)S(=O)(=O)c2ccc3c(c2)c(=O)n(C)c(=O)n3C)cc1	0.9	6%	13%	-7%	4%	-15%	3	3%
CCOC(=O)Nc1nc(-c2ccc(Cl)cc2Cl)cs1	-0.1	0%	-17%	2%	1%	16%	-4	5%
O=C(OCCN1CCN(c2ncc(C(F)(F)F)cc2Cl)CC1)c1ccc(Cl)cc1	-2.7	-7%	-10%	-5%	3%	-2%	28	-8%
CC(C)c1nc2cc(C(=O)N3CCNC(=O)C3c3ccc(F)cc3)ccc2o1 (stereo not given)	-2.7	2%	-1%	8%	-4%	-3%	-5	5%
Cc1ccc(/C=C/C(=O)Nc2cc(S(=O)(=O)N3CCCCCC3)ccc2OCC(F)(F)F)o1	-0.2	2%	-18%	-5%	0%	-1%	3	-10%
CC1CCN(C(=O)CSc2nc3c(cnn3-c3ccc(Cl)cc3)c(=O)[nH]2)CC1	-0.8	-2%	-7%	-2%	1%	-22%	-5	5%
CCSc1ccccc1C(=O)N1CCCC1	-0.5	10%	-26%	14%	-1%	-13%	nt	-3%
Cc1cccc(Nc2nc(-c3ccc4c(c3)OCCO4)cs2)c1	-1.7	2%	4%	-7%	?	-8%	-3	-4%
COCCn1c(C)cc(C(=O)CSc2nc3ccccc3c(=O)n2Cc2ccco2)c1C	-0.5	-3%	-10%	-2%	3%	-19%	12	-19%
CCOC(=O)C1CCN(S(=O)(=O)c2cccc3nonc23)CC1	-16	6%	4%	6%	-23%	-7%	-3	0%
CC1CCN(S(=O)(=O)c2ccc(C(=O)Nc3sccc3C(N)=O)cc2)CC1	-0.1	-26%	2%	-11%	-1%	2%	-10	14%

Additional compounds.
SMILES	CCT modulator	EPAC1 ag	EPAC1 antag	WRN inhibitor	Mm-Cpn inhibitor	PLK1 PBD block	PI5P4K alpha inh	EPAC2 antagonist
O=C(c1cc2c(=O)n3ccccc3nc2s1)N1CCOCC1	-2.5	6%	-14%	-4%	0%	-7%	11	-1%
COc1cc(Cl)c(C)cc1NC(=O)CSc1nnc(CN2CCCC2)o1	0.2	0%	7%	2%	0%	-4%	-5	-3%
Cc1ccc(C(=O)Oc2ccc(/C=N/NC(N)=O)cc2)cc1	-1.7	18%	-21%	5%	-1%	5%	1	5%
O=C(Cc1ccccc1)N/N=C/c1ccc[nH]1	-1.6	7%	9%	4%	0%	-1%	-3	0%
COc1ccc(CN2C(=O)C(C)Nc3ncnc(N4CCN(c5ccccn5)CC4)c32)cc1 (stereo not given)	-1.6	10%	4%	4%	0%	-15%	-4	-10%
COc1ccc(C(C)=O)cc1CC(=O)N(Cc1ccccc1)c1ccccc1	0.5	8%	6%	-3%	-3%	30µM*	5	-22%
Cc1cccc2cc(C(c3nnnn3Cc3ccccc3)N3CCCc4ccccc43)c(=O)[nH]c12 (stereo not given)	-0.2	2%	-3%	-3%	-1%	3%	nt	-4%
COc1cc2c(cc1OC)C(C)N(C(=O)Nc1cc(C)cc(C)c1)CC2 (stereo not given)	-3.9	-6%	-12%	0%	1%	-8%	1	5%
Cc1cccc(C)c1NC(=O)CNC(=O)Cn1nc(C)c(C)c(C#N)c1=O	-0.1	1%	-2%	-27%	-1%	-4%	-4	3%
CCOc1ncccc1C(=O)Nc1nnc(C)s1	0.8	24%	-7%	6%	-1%	1%	0	8%
O=C(Nc1ccc(S(=O)(=O)Nc2nccs2)cc1)c1cc(-c2ccccn2)nc2ccccc12	-1.8	17%	71µM*	?	2%	-26%	-18	-12%
COc1ccc(C)cc1NC(=O)CN(C)S(=O)(=O)c1ccc2c(c1)CC(C)N2C(C)=O (stereo not given)	2.0	0%	-5%	5%	2%	8%	2	-9%
COc1ccc(S(=O)(=O)NCC2CCCN(Cc3cccnc3)C2)cc1 (stereo not given)	-2.7	0%	-8%	11%	0%	-14%	-5	13%
CC(=O)Nc1cccc(C(=O)OCC(=O)NNC(=O)c2cccs2)c1	0.7	5%	13%	-8%	0%	-3%	-10	-4%
COC(=O)C1CCN(C(=O)C2CCN(C(=O)[C@H](C)NS(=O)(=O)c3ccc(C)cc3)CC2)CC1	-2.7	-18%	-14%	3%	0%	-21%	1	13%
O=c1cc[nH]c2c(Cl)cccc12	0.8	-11%	2%	-1%	-2%	9%	-1	-9%
NC(=O)C1CCN(c2nc(-c3cccc(Cl)c3)cs2)CC1	nt	-8%	-14%	nt	2%&-2%	nt	nt	-11%
CC(=O)c1c(C)[nH]c(C(=O)OCC(=O)N2CC(C)OC(C)C2)c1C (stereo not given)	-1.1	5%	7%	9%	3%	-9%	6	-4%
CCOC(=O)C1=C(C#N)C(C(=O)OCC)c2ncccc21 (stereo not given)	-0.9	8%	-11%	8%	nt	3.4µM*	?	6%
Cc1ccc(C(=O)CN2/C(=C(\O)c3ccccc3)C(=O)c3ccccc3S2(=O)=O)c(C)c1	-1.8	1%	-13%	-17%	0%	2%	1	-19%
CCn1cc(CNC(=O)c2ccc(OC3CCN(Cc4ccccn4)CC3)cc2)cn1	0.8	-10%	-31%	-6%	-3%	?	1	17%
COc1ccccc1N1CCN(C(=O)C(=O)c2cn(CC(=O)N3CCCCCC3)c3ccccc23)CC1	1.2	-9%	-2%	-13%	-3%	3%	8	-9%
CN(CC(=O)NC(=O)NCc1ccccc1)Cc1ccc(Cl)c(Cl)c1	-1.4	2%	-17%	-4%	1%	-10%	20	-10%
O=C(CSc1nnc2scc(-c3ccc(F)cc3)n12)NCc1ccco1	-0.8	5%	-3%	-12%	-1%	-4%	nt	-10%
Cc1ccc(NC(=O)C2COc3ccccc3O2)c(C)c1 (stereo not given)	-0.7	-4%	-2%	-13%	2%	-8%	-9	9%

More entries
SMILES	CCT modulator	EPAC1 ag	EPAC1 antag	WRN inhibitor	Mm-Cpn inhibitor	PLK1 PBD block	PI5P4K alpha inh	EPAC2 antagonist
CC1=C(C(=O)OCC2CCCO2)C(c2ccccc2OC(C)C)C2=C(CC(c3ccco3)CC2=O)N1 (stereo not given)	1.6	5%	10%	5%	-2%	-12%	1	-3%
O=C(COC(=O)C1CCN(c2ccc(C(F)(F)F)cn2)CC1)c1ccccc1	-0.3	-1%	-25%	-9%	?	4%	16	?
CCO[C@H]1OC(C(N)=O)=C[C@@H](c2csc3ccccc23)[C@@H]1CCCO	1.4	-13%	9%	5%	nt	-7%	6	?
Cc1cc(C)cc(S(=O)(=O)c2cnc3ccccc3n2)c1	-2.6	-5%	2%	?	-19%	3.8µM*	?	13%
O=C(N/N=C/c1cccc2ccccc12)c1ccccc1Cl	-7.2	3%	-14%	-3%	4%	-13%	-2	-10%
CNc1cc(CSC)nc(SCc2ccc(Cl)cc2Cl)n1	-0.2	25%	-14%	-12%	1%	2%	nt	-5%
CC(O)CNc1ncnc2cc(-c3ccc(F)cc3)sc12 (stereo not given)	-2.7	1%	8%	14%	-8%	-11%	-6	2%
Nc1c(C(=O)Nc2nc3ccccc3s2)sc2nc(-c3cccs3)ccc12	-1.2	11%	-2%	?	-20%	-23%	nt	1%
c1ccc(CCOn2ccnc2)cc1	0.5	4%	-2%	-3%	1%	-4%	-2	16%
N/C(CCCN1CCCCC1)=N/O	-0.8	3%	-10%	-1%[57.1 µM]	-3%	-4%	6	3%
C=CCCC(=O)N1CCC(n2nccc2NC(=O)c2ccccc2C)CC1	-2.8	-7%	2%	-17%	0%	-2%	4	12%
CCc1cc(C(=O)N2CCN(C(=O)c3ccccc3)CC2)sc1C	-2.8	-10%	-16%	-4%	1%	-8%	-6	1%
COc1cccc(NC(=S)N2CCn3c(nc4ccccc43)C2)c1	3.8	1%	12%	4%	-2%	3%	1	2%
CCCCNC(=O)COC(=O)c1ccc(NC(C)=O)cc1	1.4	1%	-4%	-6%	-13%	-13%	2	5%
CS(=O)(=O)Nc1ccc(C(=O)NCCSCc2c(F)cccc2Cl)cc1	-2.3	-4%	-23%	-13%	2%	-22%	0	-9%
c1ccc(CO/N=C(\c2ccc(C3CC3)nc2)C2CC2)cc1	-2.5	-3%	-4%	-5%	0%	-3%	5	-12%

An excerpt; the hit share may differ from the screen's.
